MPTP inh = permeability transition pore inhibition. isolated mouse mitochondria, Ca2+ swelling absorbance, 30 min. inhibition, % at 10 µM. hit rate 1.4% among 360,000. AID 602449;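 active = inhibition of 50% or more, scaled per plate between neutral and stimulator controls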;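 also: 0% = DMSO wells given calcium and 100% = 1 mM EGTA wells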
SENP8 inh = inhibitors of human SENP8 protease. Q96LD8. recombinant SENP8, Nedd8 substrate fluorescence. inhibition, % at 20 µM. hit rate 0.64% among 360,000. AID 602440; in the data active = inhibition mostly above about 40%, no sharp cut-off; inactive = mostly below about 27%
Target sequence (Q96LD8 whole entry, looked up): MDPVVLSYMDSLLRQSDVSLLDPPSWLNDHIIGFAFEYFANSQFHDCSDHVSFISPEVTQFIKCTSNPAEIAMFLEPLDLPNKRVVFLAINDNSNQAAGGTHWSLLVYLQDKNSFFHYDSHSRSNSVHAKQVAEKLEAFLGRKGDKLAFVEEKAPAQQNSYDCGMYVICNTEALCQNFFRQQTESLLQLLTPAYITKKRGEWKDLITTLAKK
HKDC1 inhibitor = inhibitors of human hexokinase HKDC1. Q2TB90. hit rate 0.16% among 340,000. inhibition, % at 20 µM. AID 493160. recombinant HKDC1, G6PDH/diaphorase resazurin coupled fluorescence;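 active = inhibition above about 35% when tested at 20 µM, limit read from the data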;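 also: plate controls were DMSO wells with enzyme for no effect and DMSO wells lacking enzyme for full effect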
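Test system: recombinant HKDC1 (HK5) hexokinase enzyme, produced in-house / Doses: 20 µM test compound, 1% DMSO / Timing: 90 min, room temperature / Detection: G6PDH/diaphorase-coupled fluorescence, 1 mM NADP, 100 µM resazurin, 525/613 nm / Control set: DMSO wells with and without enzyme mix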
SENP6 block = SENP6 protease inhibition. hit rate 1.8% among 330,000. inhibition, % at 10 µM. Q9GZR1. AID 2599. Recombinant SENP6 catalytic domain, aminoluciferin luminescence;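 active = inhibition above about 50% at the single tested dose, limit read from the data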;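 also: plate controls were DMSO wells with enzyme for no effect and DMSO wells lacking enzyme for full effect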
Target sequence (Q9GZR1 628-1112 limits assumed): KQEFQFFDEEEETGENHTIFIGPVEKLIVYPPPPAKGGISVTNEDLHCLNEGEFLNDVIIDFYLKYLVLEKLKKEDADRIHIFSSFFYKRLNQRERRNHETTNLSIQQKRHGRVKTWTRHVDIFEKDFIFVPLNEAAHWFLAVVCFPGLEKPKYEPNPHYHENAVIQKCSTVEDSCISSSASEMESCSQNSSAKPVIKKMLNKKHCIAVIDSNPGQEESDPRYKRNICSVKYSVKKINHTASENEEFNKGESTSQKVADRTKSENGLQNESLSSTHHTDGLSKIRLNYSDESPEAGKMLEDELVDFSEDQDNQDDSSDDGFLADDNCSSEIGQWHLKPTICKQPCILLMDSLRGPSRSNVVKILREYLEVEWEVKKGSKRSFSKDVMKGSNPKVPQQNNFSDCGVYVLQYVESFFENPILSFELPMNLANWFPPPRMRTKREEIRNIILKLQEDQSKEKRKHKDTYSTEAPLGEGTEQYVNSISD
NR3A LBD binder = modulates the human NR3A ligand-binding domain | hit rate 2.5% among 340,000 | NR3A LBD differential scanning fluorimetry, Tm shift; 0% = protein alone, 100% = glycine-bound protein | Tm shift relative to glycine control, % at 25 µM;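 active = melting temperature shift of at least 10% of the positive control shift, at one fixed dose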
PfG6PD inh = PfG6PD (Plasmodium falciparum) enzyme inhibition; hit rate 0.78% among 350,000; AID 504690; PfGluPho enzyme, NADPH resazurin-diaphorase fluorescence; inhibition, % at 20 µM;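 active = inhibition reaching at least a set limit at 20 µM in the primary screen, cut at about 59% in these data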;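 also: 0% = DMSO wells with substrate and 100% = DMSO wells lacking glucose-6-phosphate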
SENP7 block = blocks the human protease SENP7 | hit rate 1.5% among 330,000 | inhibition, % at 5 µM | Q9BQF6 | recombinant SENP7, Z-RLRGG-aminoluciferin luminescence, 40 min;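 active = inhibition above about 50% at the single test dose, limit read from the data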;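 also: plate controls were DMSO with enzyme for no effect and no enzyme buffer wells for full effect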
Target sequence (Q9BQF6 706-1050 limits assumed): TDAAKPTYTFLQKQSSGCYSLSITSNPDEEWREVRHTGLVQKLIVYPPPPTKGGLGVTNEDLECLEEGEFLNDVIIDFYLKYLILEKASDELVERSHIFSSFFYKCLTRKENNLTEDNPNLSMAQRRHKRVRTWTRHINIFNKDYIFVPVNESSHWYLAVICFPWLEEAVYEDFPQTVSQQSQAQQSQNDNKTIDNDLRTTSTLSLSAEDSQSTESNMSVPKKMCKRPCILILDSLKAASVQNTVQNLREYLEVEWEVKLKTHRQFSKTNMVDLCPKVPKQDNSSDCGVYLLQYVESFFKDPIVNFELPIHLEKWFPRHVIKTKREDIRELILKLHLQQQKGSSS
ATG4B inhibitor = inhibitors of human ATG4B cysteine protease; ATG4B cleavage of LC3-PLA2, NBD-HPC fluorescence, 1 h; AID 504462; hit rate 0.51% among 340,000; Q9Y4P1; inhibition, % at 8.33 µM; in the data active = inhibition above about 40%
Starred values were filed as active, the others as inactive; nt = no result given; & = joins results of further samples; ! = not active in a repeat.

1	CCC(C)c1ccc(S(=O)(=O)N2CCN(C(C)C(=O)NC3CCCC3)CC2)cc1 (stereo not drawn)
2	COC(=O)c1nn(-c2ccc(OC)cc2)c(=O)cc1NN
3	O=C(NCC(=O)N1CCCC1)c1cccs1
4	CC1CCN(C(=O)COC(=O)C(C)N2C(=O)c3ccccc3C2=O)CC1 (stereo not drawn)
5	CCOC(=O)N1CCC(NC(=O)C2=CCN(S(=O)(=O)c3ccccc3)CC2)CC1
6	CC(=O)Nc1ccc(S(=O)(=O)NNC2=NS(=O)(=O)c3ccccc32)cc1
7	CC(C)(C)C1CCc2onc(C(=O)Nc3cccnc3)c2C1 (stereo not drawn)
8	CCOc1cc(CNn2cnnc2)ccc1OCC(=O)NC1CCCCC1

Assay by compound	1	2	3	4	5	6	7	8
MPTP inh	-0.1	-0.7	1.4	-0.4	0.9	0.5	-1.3	-0.2
SENP8 inh	12.8	56.6*	-2.4	6.0	16.6	26.6	8.1	19.6
HKDC1 inhibitor	-3.2	11.6	-9.7	2.6	7.5	-1.8	-2.1	16.1
SENP6 block	3.3	-9.9	15.6	-34.1	-13.1	-0.9	-16.8	7.1
NR3A LBD binder	1.1	-2.1	-1.1	-1.2	-2.6	-1.0	-3.1	2.8
PfG6PD inh	-10.8	9.0	6.5	1.1	-1.1	-17.1	3.8	7.1
SENP7 block	4.7	7.3	2.5	-7.3	-2.3	-1.2	-6.2	-4.0
ATG4B inhibitor	-4.9	-5.7	-0.1	-5.0	1.6	-1.2	-5.6	-5.7

Copied from the list:
`CCOc1cc(CNn2cnnc2)ccc1OCC(=O)NC1CCCCC1` – NR3A LBD binder: 2.8
`CCOC(=O)N1CCC(NC(=O)C2=CCN(S(=O)(=O)c3ccccc3)CC2)CC1` – SENP6 block: -13.1
`O=C(NCC(=O)N1CCCC1)c1cccs1` – PfG6PD inh: 6.5
`CCC(C)c1ccc(S(=O)(=O)N2CCN(C(C)C(=O)NC3CCCC3)CC2)cc1` (stereo not drawn) – SENP7 block: 4.7
`COC(=O)c1nn(-c2ccc(OC)cc2)c(=O)cc1NN` – MPTP inh: -0.7

Following part:
9	c1ccc2c(CCNc3ncnc4nc[nH]c34)cccc2c1
10	CC1CCN(N=Nc2nc3c([nH]2)c(=O)n(C)c(=O)n3C)CC1
11	Cc1cc2ccccc2n2c(SCC(=O)N3CCc4ccccc4C3)nnc12
12	O=C1CCCN1CCCNS(=O)(=O)c1ccc(F)cc1F
13	O=C(CN1CCN(c2ccc(F)cc2)CC1)NCC1CCCO1 (stereo not drawn)
14	Cc1c(C(=O)NCc2ccccn2)oc2ccccc12
15	CC(=O)N1CCN(c2ncnc3ccccc23)CC1
16	COc1ccc(C(=O)NC2CCN(C(=S)NCCc3ccccc3)CC2)cc1

Assay by compound	9	10	11	12	13	14	15	16
MPTP inh	64.0*	-0.9	0.0	0.2	1.0	-1.9	0.8	-0.6
SENP8 inh	5.3	-0.7	-48.5	13.6	16.7	-2.4	14.5	10.6
HKDC1 inhibitor	-1.4	-3.6	15.9	-3.3	-9.9	-1.7	-2.8	5.7
SENP6 block	14.1	nt	-9.7	-0.4	4.3	2.6	-21.9	-7.8
NR3A LBD binder	-2.1	4.2	-0.6	-0.9	-1.3	-2.8	0.3	-13.9
PfG6PD inh	21.9	18.7	24.5	-8.2	-5.6	-9.5	-7.9	-8.0
SENP7 block	8.3	nt	3.1	1.0	6.4	-10.3	-2.1	-5.7
ATG4B inhibitor	-10.9	-4.4	-11.4	-6.7	-3.9	-5.1	4.5	-3.7

At a glance, some entries already given:
13	O=C(CN1CCN(c2ccc(F)cc2)CC1)NCC1CCCO1 (stereo not drawn)
14	Cc1c(C(=O)NCc2ccccn2)oc2ccccc12

Assay by compound	13	14
MPTP inh	1.0	-1.9
SENP8 inh	16.7	-2.4
HKDC1 inhibitor	-9.9	-1.7
SENP6 block	4.3	2.6
NR3A LBD binder	-1.3	-2.8
PfG6PD inh	-5.6	-9.5
SENP7 block	6.4	-10.3
ATG4B inhibitor	-3.9	-5.1

(cont.)
17	CCc1ccc(C)[n+](CC(=O)c2cccs2)c1
18	O=C([C@@H]1CCCN1C(=O)c1cccs1)N1CCN(S(=O)(=O)c2ccccc2F)CC1
19	COC(=O)c1ccccc1NC(=O)CN(c1cc(OC)ccc1OC)S(C)(=O)=O
20	O=C(CCn1c(=O)c2cccn2c2cccnc21)NCc1cccc(Cl)c1
21	CC(=O)Nc1cccc(/C(C)=N/Nc2nc3ccccc3s2)c1
22	O=C(COC(=O)c1ccc(O)cc1O)Nc1nnc(-c2ccccc2)o1
23	O=C(c1cc2cc(F)ccc2[nH]1)N1CCN(Cc2ccc3c(c2)OCO3)CC1
24	COc1cccc(CNC(=O)c2cc(C)nc3ccccc23)c1

Assay by compound	17	18	19	20	21	22	23	24
MPTP inh	0.1	-2.1	0.3	-1.6	-1.3	-0.8	0.5	-0.3
SENP8 inh	16.2	5.1	6.4	-62.5	-22.9	-6.4	-2.1	-58.4
HKDC1 inhibitor	0.4	-3.0	-7.4	1.9	-8.2	0.9	2.1	0.3
SENP6 block	-13.3	-1.9	-18.2	-3.4	-4.9	-10.9	-4.4	-13.1
NR3A LBD binder	2.8	1.1	-0.9	10.5*	30.6*	-6.0	-1.3	-1.8
PfG6PD inh	1.9	9.6	-10.4	-9.8	36.5	-16.9	0.5	9.0
SENP7 block	0.5	-17.1	-6.5	3.1	-9.5	-3.8	7.3	4.4
ATG4B inhibitor	-8.2	-5.6	-6.8	-2.5	-17.6	0.5	-8.4	-2.7

25	CSc1ccccc1C(=O)C1CCCN(Cc2cnn(-c3ccccc3)c2)C1 (stereo not drawn)
26	Cc1ccc(S(=O)(=O)NC2CCCC2)cc1C(N)=O
27	Cc1ccc(OCC(=O)Nc2ccc(N3CCN(S(C)(=O)=O)CC3)cc2)cc1
28	COc1ccc(NC(=O)Nc2cccc(C(=O)N3CCOCC3)c2)cc1OC
29	CC(C)NC(=S)N1CCn2c(nc3ccccc32)C1
30	Cc1cc(=O)n2[nH]nnc2n1
31	CCC1COCCS(=O)(=O)N1Cc1ccc(C)cc1 (stereo not drawn)
32	O=C(c1ccc(Cn2cc([N+](=O)[O-])cn2)o1)N1CCCC1

Assay by compound	25	26	27	28	29	30	31	32
MPTP inh	-3.6	1.3	0.5	-0.5	4.5	2.0	-1.4	-0.5
SENP8 inh	19.3	6.2	28.1	17.4	1.4	6.7	30.2	1.4
HKDC1 inhibitor	-8.3	3.1	-4.0	-0.1	-7.5	7.6	-6.7	-1.6
SENP6 block	-7.8	-2.6	-9.8	-7.8	-4.4	-1.2	-9.6	-8.3
NR3A LBD binder	-1.8	-3.1	-0.6	7.2	-2.2	-0.8	1.9	0.9
PfG6PD inh	-4.1	-1.5	-11.9	4.9	-6.0	-4.2	3.0	2.2
SENP7 block	3.8	-3.6	6.2	3.4	-2.0	3.1	-2.2	-11.8
ATG4B inhibitor	22.8	7.7	9.4	-4.4	-6.3	7.8	-6.2	2.7

33	CC(=O)N1c2ccc(S(=O)(=O)NCC3CCC(C(=O)NCc4ccc(C)cc4)CC3)cc2CC1C (stereo not drawn)
34	CC(=O)NCCn1c(SCC(=O)c2ccccc2)nc2ccccc2c1=O
35	Cc1ccc(S(=O)(=O)N(C)C)cc1NC(=O)COC(=O)c1ccc2c(c1)NC(=O)CS2
36	CCN(CC)CCC(c1ccc(N(C)C)cc1)c1c(O)cc(OC)cc1OC (stereo not drawn)
37	COc1ccc([C@H]2CC(=O)C=C(c3cccc(NC(C)=O)c3)C2)cc1
38	O=C(CN1C(=O)c2ccccc2S1(=O)=O)N1CCN(c2ccccc2F)CC1
39	COc1ccc2cnnc(SCC(=O)Nc3ccccc3)c2c1OC
40	O=c1cc(NCc2ccccc2)nc2n1CCCS2

Assay by compound	33	34	35	36	37	38	39	40
MPTP inh	1.4	-2.3	4.5	-1.6	1.0	-3.1	-0.3	-1.1
SENP8 inh	16.0	11.0	2.0	19.4	-6.7	15.4	-10.8	3.1
HKDC1 inhibitor	6.0	-0.9	-6.8	-3.8	2.4	1.3	1.6	-1.0
SENP6 block	-1.1	-9.1	-6.3	-22.2	-5.8	-20.6	-7.2	9.2
NR3A LBD binder	-0.4	-0.7	-1.4	-1.1	0.8	1.9	-0.1	0.2
PfG6PD inh	-0.8	-11.1	0.2	11.8	-9.1	6.1	11.5	5.3
SENP7 block	-0.5	-3.6	-4.4	-12.3	-14.2	-7.3	-10.2	0.8
ATG4B inhibitor	-6.5	-5.3	-4.2	-3.1	-10.2	-14.8	-9.4	-11.4

41	NS(=O)(=O)c1ccc(NC(=O)c2ccc(COc3ccccc3)o2)cc1
42	COc1ccc(/C=C/C(=O)C2CC2)cc1Cn1nc(C)c([N+](=O)[O-])c1C
43	CCN(Cc1ccccc1)Cc1nnnn1Cc1ccccc1
44	CCOC(=O)C1=C(C)NC(=O)C(C#N)C1c1ccco1 (stereo not drawn)
45	CC1CCCCN1CCNC(=O)C1CCN(S(=O)(=O)c2cccc3cccnc23)CC1 (stereo not drawn)
46	O=C(CCC(=O)Nc1ccc(F)cc1)N/N=C/c1cccnc1
47	COc1cc(NS(=O)(=O)c2ccc(NC(=O)/C(=C/c3ccccc3Cl)NC(=O)c3ccccc3)cc2)nc(OC)n1
48	CC1=CC(=O)C=CC1(C)C(Cl)(Cl)Cl (stereo not drawn)

Assay by compound	41	42	43	44	45	46	47	48
MPTP inh	-0.7	3.4	0.0	-0.4	-2.1	-0.5	0.8	-0.2
SENP8 inh	8.7	13.7	16.1	4.8	-11.9	2.5	16.6	15.3
HKDC1 inhibitor	-5.7	-4.7	2.7	-3.3	5.0	5.6	16.3	2.5
SENP6 block	-7.2	-2.6	0.3	6.0	-2.7	2.5	63.5*	-16.4
NR3A LBD binder	-0.6	-0.7	-3.9	-9.2	-2.7	-0.6	1.2	-0.8
PfG6PD inh	10.6	19.4	-6.9	-69.6	0.7	0.6	-47.3	-1.3
SENP7 block	3.0	2.6	4.5	4.5	-6.5	-2.6	3.8	7.7
ATG4B inhibitor	-9.8	4.0	7.1	-5.6	3.7	3.7	2.5	2.8

49	COc1ccc(C(=O)n2cnc3ccccc32)cc1[N+](=O)[O-]
50	O=C(CCC(=O)N1CCN(c2ccc(C(F)(F)F)cn2)CC1)c1cccs1
51	COc1ccc2cc3[n+](cc2c1OC)CCc1cc2c(cc1-3)OCO2
52	COc1cc(-c2cc(-c3ccc(F)cc3)nc(N)c2C#N)ccc1O
53	CCN(C(=O)CSc1nc(N)cc(=O)[nH]1)c1c(N)n(Cc2ccccc2)c(=O)[nH]c1=O
54	CCCCCCCCCCCCN1[C@@H](CC(C)=O)c2cc(C(F)(F)F)ccc2S1(=O)=O
55	CCOc1ccc(N(CC(=O)NC(C)(C)C)C(=O)CCC(=O)Nc2nccs2)cc1
56	COc1ccc(N2C(=O)c3ccccc3NC23CCC(C)CC3)cc1 (stereo not drawn)
57	CCOC(=O)C1=NNC2(c3ccc(Cl)cc3)C(=O)N(c3ccc(C)cc3)C(=O)C12 (stereo not drawn)
58	CC(C)CNC(=O)C1Nc2ccccc2C2C=CCC12 (stereo not drawn)

Assay by compound	49	50	51	52	53	54	55	56	57	58
MPTP inh	1.2	-0.9	0.1&-0.7	0.3	-3.5	2.1	-1.1	-0.1	-0.9	-0.3
SENP8 inh	4.3	-3.9	53.3*!	-434.0	-8.7	-4.9	15.3	-287.7	3.8	-22.2
HKDC1 inhibitor	-4.2	-2.8	10.8&4.3	0.5	-2.1	0.8	1.3	-0.7	9.6	3.2
SENP6 block	-0.9	-3.0	3.6&-11.1	8.2	2.8	-12.3	5.9	-17.9	-4.3	-1.6
NR3A LBD binder	-1.6	-0.2	-3.8&-0.2	-3.4	1.6	-3.3	-3.2	-0.5	-1.0	-10.4
PfG6PD inh	8.2	-15.4	24.4&10.1	10.0	1.1	10.8	-16.1	-25.4	-5.3	10.0
SENP7 block	2.6	-7.8	9.6&6.1	1.1	-3.5	-5.1	1.7	-4.5	3.9	13.4
ATG4B inhibitor	-3.2	-2.2	1.5&-6.9	-17.5	-3.1	-4.7	-10.3	45.0*	-1.7	-8.0

From PubChem BioAssay
